ERAP1 HTS inh = ERAP1 (human) enzyme inhibition | Q9NZ08 | recombinant ERAP1, Leu-AMC fluorescence, 60 min | inhibition, % at 10.7 µM | hit rate 0.15% among 340,000 | AID 652197;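 active = mean replicate inhibition of at least 30%, or all replicates individually reaching that 30% level; inactive = mean below 30% and not every replicate reaching it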;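 also: 0% = neutral control wells and 100% = L-leucinethiol positive control wells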
DENV2 CPE rescue = DENV2-induced cell death inhibition; DENV2-infected cells, cytopathic effect rescue, plate reader; CPE inhibition, % at 9.99 µM; hit rate 1.7% among 350,000; in the data active = CPE inhibition above about 20%, passing the limit was not always enough; inconclusive = no clear call, values can overlap the other calls; tested in BHK-21 cells;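 also: 0% = median of neutral control wells and 100% = median of positive control wells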
SIRT5 inh = inhibitors of human sirtuin-5 desuccinylase | Q9NXA8 | inhibition, % at 15 µM | Purified SirT5, succinyl-peptide AMC, trypsin-coupled fluorescence | hit rate 1.1% among 330,000; in the data active = inhibition above about 15%; inconclusive = no clear call, values can overlap the other calls
Target sequence (Q9NXA8 whole entry, looked up): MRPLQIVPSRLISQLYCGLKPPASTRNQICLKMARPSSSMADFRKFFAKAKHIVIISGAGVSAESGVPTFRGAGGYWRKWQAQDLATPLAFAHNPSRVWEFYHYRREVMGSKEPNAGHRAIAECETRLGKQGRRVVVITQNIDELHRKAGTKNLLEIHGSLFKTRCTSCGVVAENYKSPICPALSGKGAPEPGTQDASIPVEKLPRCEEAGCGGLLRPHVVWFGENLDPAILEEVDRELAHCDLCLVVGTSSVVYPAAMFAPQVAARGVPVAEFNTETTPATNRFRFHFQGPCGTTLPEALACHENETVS
F508del corr = CFTR F508del correction in bronchial cells; CFBE cells, YFP halide quenching; stimulated with forskolin plus potentiator P3; % fluorescence drop versus neutral controls; activity (quench increase), % at 7.58 µM; hit rate 0.36% among 350,000; AID 720511;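 active = mean added fluorescence quench of at least 8% versus neutral control, with both replicates also reaching 8%; inconclusive = only one of the mean or replicate conditions met; inactive = mean below 8% and not both replicates reaching 8%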;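 also: cells transiently co-express mutant CFTR-F508del with the halide-sensitive YFP; corrector assay measuring rescue of mutant channel to the surface after 24 h compound exposure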
ERp5 block = inhibitors of human ERp5; hit rate 0.05% among 350,000; Q15084; inhibition, % at 9.99 µM; ERp5 insulin aggregation, absorbance 650 nm, 90 min; AID 651711;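 active = mean replicate inhibition above about 25%, with every replicate also reaching it, limit read from the data, passing the limit was not always enough; inconclusive = only one of those two criteria met; inactive = neither criterion met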
Target sequence (Q15084 whole entry, looked up): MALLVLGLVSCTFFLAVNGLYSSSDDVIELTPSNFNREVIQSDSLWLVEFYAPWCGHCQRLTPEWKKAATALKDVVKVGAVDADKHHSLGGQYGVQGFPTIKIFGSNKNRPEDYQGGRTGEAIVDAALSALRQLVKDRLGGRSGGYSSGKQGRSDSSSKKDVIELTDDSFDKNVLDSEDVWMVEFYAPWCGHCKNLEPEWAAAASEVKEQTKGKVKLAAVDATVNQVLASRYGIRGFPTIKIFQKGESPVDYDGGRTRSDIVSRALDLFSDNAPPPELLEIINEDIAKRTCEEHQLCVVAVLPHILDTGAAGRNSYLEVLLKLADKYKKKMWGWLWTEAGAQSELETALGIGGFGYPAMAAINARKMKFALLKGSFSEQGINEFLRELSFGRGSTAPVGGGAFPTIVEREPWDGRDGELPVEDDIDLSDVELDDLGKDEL
CASP6 VEID inh = caspase-6 (human) enzyme inhibition; P55212; purified caspase-6, Z-VEID-R110 cleavage fluorescence; inhibition, % at 12.5 µM; hit rate 0.53% among 350,000; AID 686996;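 active = mean inhibition across replicates at least about 35%, with every replicate also reaching that limit, limit read from the data; inconclusive = only one of the two criteria met; inactive = neither criterion met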;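 also: 0% = median of neutral control wells and 100% = no fluorescence left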
Target sequence (P55212 24-179 limits assumed): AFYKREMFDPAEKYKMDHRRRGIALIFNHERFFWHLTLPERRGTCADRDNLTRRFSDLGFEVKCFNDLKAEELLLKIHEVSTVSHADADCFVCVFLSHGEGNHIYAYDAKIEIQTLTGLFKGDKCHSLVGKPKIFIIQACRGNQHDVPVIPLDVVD
Target sequence (P55212 194-293 limits assumed): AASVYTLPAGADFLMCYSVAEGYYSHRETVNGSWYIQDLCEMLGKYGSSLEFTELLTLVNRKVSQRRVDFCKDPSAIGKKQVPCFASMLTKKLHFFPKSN
miR-122 sensor = blocks miR-122 activity in Huh7 sensor cells; Huh7 miR-122 Renilla luciferase sensor, 48 h; neutral wells = 0, positive control = 100; activation (reporter increase), % at 12.5 µM; hit rate 0.3% among 340,000;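 active = mean replicate activation score at least 90 and every replicate individually at or above 90; inconclusive = only one of the two criteria met; inactive = neither criterion met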;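 also: higher luciferase means less miR-122 activity so hits act as miR-122 inhibitors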
Active calls of the source: *; ? = inconclusive; nt = no result given; [ ] = remark or other dose.

Results follow in this order: ERAP1 HTS inh	DENV2 CPE rescue	SIRT5 inh	F508del corr	ERp5 block	CASP6 VEID inh	miR-122 sensor
(1) CCN(CC)CCNCc1cc(Cl)ccc1OCc1ccccc1F
    2	19	-10	-3.8	2	-2	-9
(2) OC[C@@H]1CN(Cc2ccccc2)C[C@H](n2ccc3c(N4CCCC4)ncnc32)O1
    -1	4	nt	4.6	-2	0	-5
(3) C[C@H](NC(=O)C[C@@H]1CC[C@H](NC(=O)C2CCOCC2)[C@H](CO)O1)c1ccccc1
    3	-1	1	-2.6	-1	-1	nt
(4) O=C(CSc1ccccc1)N/N=C/c1ccccc1O
    9	-2	-1	0.7	-17	-5	nt
(5) CCC12CN3CCN(CC(C3)/C1=N\NC(=O)c1ccc(Cl)cc1)C2
    3	0	1	-0.5	-2	1	-4
(6) COc1cc(-c2noc(CCC(=O)NC3CCCCC3)n2)cc(OC)c1OC
    -2	14	-1	4.2	-2	1	-1
(7) Cc1ccc(C(=O)Nc2ccc(SC(F)F)cc2)s1
    1	0	-8	-2.5	-5	-4	nt
(8) Cc1cccc(N/C(N)=N/c2nc(C(F)(F)F)cc(C(F)(F)F)n2)c1
    0	-2	-1	nt	3	0	nt
(9) O=C1c2ccccc2C(Nc2ccccc2)N1c1ccc(Cl)cn1 (configuration not stated)
    2	3	2	-4.7	-4	0	-4
(10) CCCNC(=O)N1C[C@H](C)[C@H](OC)CN(C)C(=O)c2cc(NC(C)=O)ccc2OC[C@@H]1C
    0	10	-15	-2.1	-3	0	4[16.7 µM]
(11) O=C(/C=C/c1ccccc1)NCCCNC(=O)/C=C/c1ccccc1
    0	-6	-3	3.2	3	5	-11
(12) CC(/C=N/NC(=O)c1ccco1)=C\c1ccccc1
    -2	-6	3	-1.7	0	-1	-6
(13) CCCNC(=O)C1(C)CCN(C(=O)c2ccc(OC(F)F)cc2)C1 (configuration not stated)
    0	3	-4	1.7	2	-1	1
(14) Cc1nnc(SCC(=O)NNC(=O)c2ccc(Cl)cc2)n1CC1CCCO1 (configuration not stated)
    6	2	-2	1.2	5	0	nt
(15) Cc1c(NC(=S)NC(=O)c2cc3ccccc3o2)cccc1C(=O)O
    2	9	6	-0.1	0	0	nt
(16) O=C(NCc1cccc(F)c1)C1CCC(=O)N(CCCN2CCOCC2)C1 (configuration not stated)
    3	-6	-1	-0.3	4	-3	2
(17) CC(=O)NC1C(OCc2ccccc2)OC2COC(c3ccccc3)OC2C1OCC(=O)O (configuration not stated)
    4	3	-1	-2.7	1	-1	-9
(18) COc1cc(CCCN2CCNC[C@H]2Cc2ccc(O)cc2)cc(OC)c1OC
    1	3	-1	-1.4	3	2	nt
(19) COC(=O)C[C@H]1c2cc(F)ccc2S(=O)(=O)N1Cc1ccccc1OC
    -2	16	4	2.7	-8	2	nt
(20) CC(C)(C)OC(=O)C[C@@H]1C/C=C\C[C@H](CC(=O)N(CCO)Cc2ccccc2)C(=O)N[C@@H](Cc2c[nH]c3ccccc23)COC1=O
    -2	?	nt	2.0	1	nt	1
(21) C[C@H]1CN([C@@H](C)CO)S(=O)(=O)c2ccc(C#CC3CC3)cc2O[C@@H]1CN(C)C
    -4	3	-4	-2.7	-2	0	56[16.7 µM]
(22) CC1(OC(=O)C2CCCC2)C(=O)C=C2C=C(c3ccsc3)N(c3ccccc3)C=C2C1=O (configuration not stated)
    -6	-1	1	2.9	5	1	12
(23) CCOc1ccc(S(=O)(=O)Nc2cccc(C(=O)NCC3(N4CCCCC4)CCCCC3)c2)cc1
    2	-3	2	5.6	2	-5	-23
(24) C/C(Cn1cnc([N+](=O)[O-])n1)=N\NC(=O)c1ccc(O)cc1O
    13	1	-1	-2.2	?	12	nt
(25) CCOC(=O)c1ccc[n+](CC(=O)Nc2cc(C(F)(F)F)ccc2Cl)c1
    8	1	-3	-0.3	3	1	nt
(26) Cc1cnc(CNC(=O)c2ccc3oc(Cc4ccccc4)nc3c2)[nH]1
    1	2	1	2.5	-9	1	-3
(27) Cc1cnc(CN(C)C(=O)c2ccc3oc(Cc4ccccc4)nc3c2)[nH]1
    4	-7	0	1.8	-1	1	-3
(28) Cc1ccc(S(=O)(=O)N2CC3(O)CN(C(=O)OC(C)C)N(C(=O)OC(C)C)CC3(OC(=O)Nc3cccs3)C2)cc1 (configuration not stated)
    12	1	4	0.6	2	4	-1
(29) Cc1nc2ccc(S(=O)(=O)N(C)CC(=O)NCCc3ccccc3)cc2s1
    -1	3	2	-1.1	2	7	2
(30) NN1C(=O)/C(=C2/Sc3ccccc3N2CCCS(=O)(=O)O)SC1=S
    5	1	7	0.5	1	55*	-3

Next section, overlapping the part above by three compounds.
Results follow in this order: ERAP1 HTS inh	DENV2 CPE rescue	SIRT5 inh	F508del corr	ERp5 block	CASP6 VEID inh	miR-122 sensor
(28) Cc1ccc(S(=O)(=O)N2CC3(O)CN(C(=O)OC(C)C)N(C(=O)OC(C)C)CC3(OC(=O)Nc3cccs3)C2)cc1 (configuration not stated)
    12	1	4	0.6	2	4	-1
(29) Cc1nc2ccc(S(=O)(=O)N(C)CC(=O)NCCc3ccccc3)cc2s1
    -1	3	2	-1.1	2	7	2
(30) NN1C(=O)/C(=C2/Sc3ccccc3N2CCCS(=O)(=O)O)SC1=S
    5	1	7	0.5	1	55*	-3
(31) CCN(CC)S(=O)(=O)c1cc(NC(=O)COC(=O)CCC(=O)c2cccs2)ccc1C
    -2	4	-5	-1.9	3	-1	-4
(32) Cc1ccc(NC(=S)N2CC(C)OC(C)C2)cc1C (configuration not stated)
    1	-5	2	0.6	-8	-1	8
(33) C[C@H](CO)N1C[C@H](C)[C@H](CN(C)Cc2ccc(C(=O)O)cc2)Oc2ccc(NS(=O)(=O)c3ccc(F)cc3)cc2C1=O
    0	-1	-11	-3.2	-1	-1	2[16.7 µM]
(34) COCCNC(=O)C[C@H]1C=C[C@@H](NC(=O)NC2CCCC2)[C@@H](CO)O1
    -2	-4	0	-2.4	13	-2	nt
(35) COc1ccc(CCNC(=O)CCCOc2ccc(Cl)cc2)cc1OC
    2	17	1	3.0	3	-1	-10
(36) COc1ccc(S(=O)(=O)N2CCN(Cc3cccc(OCCO)c3)CC2)cc1
    -1	-3	0	4.9	3	-3	nt
(37) COc1ccc(OC)c(N(C(=O)c2snc(C(N)=O)c2N)C(C(=O)NCc2ccccc2)c2ccc(O)cc2)c1 (configuration not stated)
    4	?	-1	-3.0	-1	0	nt
(38) CCOC(=O)c1csc(NC(=O)c2ccc(OC)c(OC)c2)n1
    -1	4	1	5.7	-1	-1	nt
(39) CCCNC(=O)CCCCn1c(=S)[nH]c2c([nH]c3ccc(OC)cc32)c1=O
    0	-3	-3	0.6	11	-1	nt
(40) CCN(c1ccccc1)S(=O)(=O)c1ccc(C(=O)Nc2ccc(C)cn2)cc1
    -1	2	2	1.4	-1	1	-14
(41) COc1ccc(NC(=O)C2=CC(c3ccc(C)cc3)=NS(=O)(=O)N2C)cc1
    -1	-2	-1	0.0	-9	1	2
(42) c1ccc(SCc2cn3cccnc3n2)nc1
    nt	nt	-22	1.7	2	-4	-2
(43) COC(=O)[C@]12C[C@H](CC(=O)NCCC(C)C)C(=O)N(CCC3=CCCCC3)C1=C[C@H](C(C)(C)C)O[C@@H]2C
    -4	-6	nt	1.6	2	-4	nt
(44) CCOC(=O)N1C(=O)NC(=O)C1c1ccccc1 (configuration not stated)
    0	2	nt	-3.3	-1	-1	nt
(45) COc1ccc(/C=C/C(=O)Nc2ccccc2C(N)=O)cc1S(=O)(=O)N1CCOCC1
    0	0	2	2.4	-1	1	-2
(46) CCOc1ccccc1N(CC(=O)NC1CCCCC1)C(=O)CCC(=O)Nc1cc(C)ccn1
    0	-7	0	1.8	2	5	16
(47) COc1ccccc1C(=O)Nc1ccnn1C1CCN(Cc2cnc(N(C)C)s2)CC1
    -2	14	0	-7.2	2	-1	-2
(48) CO[C@H]1CN(C)C(=O)c2ccc(NC(=O)C3CCC3)cc2OC[C@H](C)NC[C@@H]1C
    1	6	1	-1.8	9	2	nt
(49) Cc1ccc(C(=O)Nc2c3c(nn2-c2ccccc2)CS(=O)(=O)C3)cc1C
    -1	19	-2	-0.2	1	3	nt
(50) Cn1c(=O)c2nc(SCCO)n(C)c2n(C)c1=O
    -7	3	-5	-1.3	-4	-3	-4
(51) CC(C)C(=O)Nc1ccc2c(c1)C(=O)N(C)[C@H]1CC[C@H](CC(=O)Nc3cccc(Cl)c3)O[C@@H]1CO2
    1	8	-5	0.9	-4	-1	-2[16.7 µM]
(52) CC(C)CCSc1nnc(Cn2c(=O)sc3ccccc32)n1C
    -2	-3	nt	-1.9	1	1	nt
(53) c1cnc(NC2C3CC4CC(C3)CC2C4)nc1 (configuration not stated)
    -6	2	1	-0.6	-2	nt	nt
(54) CCCCNC(=O)C1(C)CCN1C(=O)c1ccc(C(F)(F)F)nc1C (configuration not stated)
    -3	3	-2	-1.2	-1	0	-5
(55) O=C(C1CC1)N1CC(=O)N2[C@@H](CO)[C@H](c3ccc(-c4ccccc4F)cc3)[C@@H]2C1
    2	11	-2	1.1	4	-1	nt
(56) COCCC(=O)N1CCCC(N2CCN(c3ccc(F)cc3)CC2)C1 (configuration not stated)
    -4	-6	-6	0.9	0	-2	nt
(57) C[C@H]1CCCCO[C@@H](CN(C)C(=O)Nc2ccccc2)[C@@H](C)CN([C@@H](C)CO)C(=O)c2cc(NC(=O)CCC(F)(F)F)ccc2O1
    1	-3	3	-1.6	5	-2	2[16.7 µM]
(58) COCCCNC(=O)C1CCC(CNS(=O)(=O)c2ccc(OC)cc2)CC1 (configuration not stated)
    8	-1	3	-0.1	3	0	2
(59) [N-]=[N+]=NCc1ccccc1C[C@]1(C(=O)N2CCOCC2)COC(c2ccc(OCCCO)cc2)=N1
    3	9	3	-2.1	0	1	nt
(60) CN(C)C(=O)c1cccc(-c2ccc([C@H]3[C@H]4CN(CC5CCOCC5)CCCCN4[C@H]3CO)cc2)c1
    2	4	1	-0.6	7	-3	9[16.7 µM]
(61) COc1cc(OC)c(C(=O)OC(C)C(=O)NCc2ccc3c(c2)OCO3)cc1OC (configuration not stated)
    1	3	0	4.8	4	2	nt
(62) CCN1CCN(c2cc(C)c3cc(NC(=S)N4CCCC(C)C4)ccc3n2)CC1 (configuration not stated)
    -4	6	1	-5.0	0	-40	-5
(63) C[C@@H]1COC(=O)[C@H](CC(=O)OC(C)(C)C)C/C=C\C[C@H](CC(=O)N(CCO)Cc2ccccc2)C(=O)N1
    nt	3	nt	2.1	-2	1	1
(64) C[C@@H]1CN([C@H](C)CO)C(=O)c2cc(/C=C/c3ccccc3)cnc2O[C@H]1CN(C)S(=O)(=O)c1ccc(F)cc1
    -2	-7	5	1.0	-5	-1	0[16.7 µM]
(65) O=c1c2c(nc3c(-c4ccc(Cl)cc4)c[nH]n13)CCC2
    0	?	2	0.5	3	1	-11
(66) NC(Cc1ccc(Cl)cc1)c1csc(NC(=O)Nc2ccccc2)n1 (configuration not stated)
    -1	0	-1	3.2	-8	3	-6
(67) CC(C)NC(=O)Nc1cccc2c1O[C@H](CN(C)C(=O)Nc1cccc3ccccc13)[C@@H](C)CN([C@H](C)CO)C2=O
    0	-5	1	-0.2	2	1	2[16.7 µM]
(68) CC(C)c1nnc(NC(=O)CCC(=O)NC2CC2)s1
    -1	1	-2	-3.0	-4	-3	-2
(69) CN(C)c1ccc(-c2nnn(Cc3ccccc3Br)n2)cc1
    -1	7	2	2.4	3	-1	40
(70) C=CCc1cccc2cc(C(=O)Nc3ccccc3C(=O)O)c(=O)oc12
    0	0	-1	-5.9	6	9	-7
(71) C[C@H]1CCCCO[C@H](CN(C)Cc2ccccc2)[C@@H](C)CN([C@@H](C)CO)C(=O)c2cc(NC(=O)c3ccccc3)ccc2O1
    nt	48*	nt	-1.0	nt	nt	8[16.7 µM]
(72) C[C@@H](NC(=O)Cn1ccc(N)nc1=O)c1cccc2ccccc12
    -2	-9	nt	2.2	0	0	-1
(73) Cc1ccc(C(=O)N2CCCC(C(=O)c3cc(F)ccc3F)C2)s1 (configuration not stated)
    nt	-2	-2	0.2	6	4	-3
(74) CN(C)C(=O)C[C@H]1CC[C@@H]2[C@H](COc3ccc(NC(=O)c4ccc(F)cc4)cc3C(=O)N2C)O1
    4	-1	-3	nt	-8	-1	nt

Assay outcomes as filed in PubChem.
